L3MBTL1 inh = inhibitors of human L3MBTL1; 0.66% of 230,000 active; AlphaScreen L3MBTL1–H3K9me1 peptide binding; Potency, µM (doses to about 57.1 µM), without a hit: at the highest dose activity, negative = inhibition, hits mostly inhibitors; Q9Y468; further: potency means the concentration at half of the fitted maximal effect; on the % scale 0 is the no-effect control and ±100 the full control effect; nearly all actives have a fitted effect of over 60% in size
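L3MBTL1 50 nM + b-AHA-H3(1-15)K9me1 75 nM, 30 min RT; compound added, 30 min RT; streptavidin donor/Ni-chelate acceptor beads 10 ug/mL each final, 30 min RT dark; AlphaScreen read.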
Luc counter = blocks Kinase-Glo luciferase, a counter-screen artifact | Potency, µM (highest dose often 38.3 µM), without a hit: top-dose activity change, negative = inhibition, actives largely listed as inhibitors | Q27757 | AID 1379 | Kinase-Glo luciferase, ATP luminescence, 8 min | 0.28% of 200,000 active; further: potency means the concentration at half of the fitted maximal effect; on the % scale 0 is the no-effect control and ±100 the full control effect; nearly all actives have a fitted effect of over 60% in size
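Light output from Kinase-Glo luciferase with luciferin and 10 uM ATP in 50 mM imidazole pH 7.2, KCl, MgCl2, Tween 20, BSA; compound pin-delivered, 8-min ambient incubation, then luminescence read.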
IMPase Li inh = IMPase inhibition in cells with lithium potentiation | CHO-M1 cells, IP1 TR-FRET (IP-One), carbachol + lithium | Potency, µM (doses to about 59.4 µM), for inactives: at the highest dose activity, negative = IMPase inhibition, hits mostly inhibitors | 0.35% of 210,000 active;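 further: IP1 builds up when IMPase is blocked and the TR-FRET signal falls; potency means the concentration at half of the fitted maximal effect; plate controls were basal vehicle for no effect and high inhibitor control for full effect; nearly all actives have a fitted effect of over 50% in size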
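Readout is a homogeneous TR-FRET IP1 immunoassay (Ex 320, Em 665 and 620), where raised cytosolic IP1 lowers signal. Cells were CHO-M1 treated 30 min at 37C with test compounds plus a little lithium; AC50 values came from Hill-equation fitting.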
Epigenetic reg = epigenetic control regulation, reporter derepression | Potency, µM (highest dose often 53.9 µM), without a hit: at the top dose GFP activation, most hits filed as activators | murine LDR cells, GFP reporter derepression, 30 h | 0.2% of 280,000 active; further: potency means the concentration at half of the fitted maximal effect; % of control where 0% means no effect; nearly all actives have a fitted effect of over 60% in size
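GFP-positive cell count by laser-scanning cytometry (objects 20–120 um) after 30 h, 37 C compound exposure of murine LDR cells; reporter is CMV-GFP integrated at a silenced locus, inducible by HDAC or DNMT inhibitors.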
NPSR antag = blocks cAMP signaling of the human neuropeptide S receptor; CHO-NPSR cells, cAMP TR-FRET, antagonist mode; 1% of 220,000 active; Potency, µM (series often up to 38.3 µM), for inactives: at the highest dose activity change, negative = inhibition, usual class: inhibitors; further: potency means the concentration at half of the fitted maximal effect; on the % scale 0 is the no-effect control and ±100 the full control effect; nearly all actives have a fitted effect of over 50% in size; many of its hits are not listed in these tables
Target sequence (Q6W5P4 whole entry, looked up): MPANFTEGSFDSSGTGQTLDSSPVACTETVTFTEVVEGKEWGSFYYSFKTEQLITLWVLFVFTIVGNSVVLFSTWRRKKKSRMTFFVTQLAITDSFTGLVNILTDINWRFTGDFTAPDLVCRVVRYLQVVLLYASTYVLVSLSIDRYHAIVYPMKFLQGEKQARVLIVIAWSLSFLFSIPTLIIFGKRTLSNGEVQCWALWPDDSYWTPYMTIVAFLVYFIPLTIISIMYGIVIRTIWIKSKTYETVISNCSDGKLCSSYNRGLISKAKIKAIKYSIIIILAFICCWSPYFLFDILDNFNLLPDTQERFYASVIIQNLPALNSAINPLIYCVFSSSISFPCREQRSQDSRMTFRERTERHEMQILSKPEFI
CBFb-RUNX1 inh = inhibitors of human CBF-beta and RUNX1 interaction | Q01196+Q13951 | AlphaScreen CBFb-His/RUNX1-biotin binding, biochemical | Potency, µM (titrated, usually from 59.8 µM), inactives show at the highest dose activity, negative = inhibition, usual class: inhibitors | 230,000 tested, under 10 active; further: % of control where 0% means no effect
Target sequence (Q01196 whole entry, looked up): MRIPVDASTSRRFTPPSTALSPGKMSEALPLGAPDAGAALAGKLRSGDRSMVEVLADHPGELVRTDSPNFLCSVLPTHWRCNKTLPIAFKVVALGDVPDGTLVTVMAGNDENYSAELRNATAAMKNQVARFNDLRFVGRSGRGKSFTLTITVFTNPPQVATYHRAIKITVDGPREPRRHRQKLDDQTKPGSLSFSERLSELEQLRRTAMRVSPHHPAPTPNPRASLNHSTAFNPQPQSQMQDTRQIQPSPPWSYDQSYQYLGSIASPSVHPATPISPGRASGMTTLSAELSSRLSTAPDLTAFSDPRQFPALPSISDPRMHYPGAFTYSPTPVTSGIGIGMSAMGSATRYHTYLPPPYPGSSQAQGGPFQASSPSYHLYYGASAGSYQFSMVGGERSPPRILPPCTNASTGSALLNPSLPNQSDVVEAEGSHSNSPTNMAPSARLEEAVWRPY
Target sequence (Q13951 whole entry, looked up): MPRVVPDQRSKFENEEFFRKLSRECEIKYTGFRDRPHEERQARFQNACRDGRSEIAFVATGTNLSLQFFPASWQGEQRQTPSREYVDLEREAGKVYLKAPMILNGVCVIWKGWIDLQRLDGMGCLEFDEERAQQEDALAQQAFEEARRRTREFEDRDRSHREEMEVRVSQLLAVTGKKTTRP
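Read-out: AlphaScreen. Format: His-CBF-beta with biotinylated RUNX1 (30 nM each) preincubated 20 min, compound 15 min, Ni-chelate plus streptavidin beads 90 min; room temperature throughout.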
HttQ103 aggreg = inhibitors of mutant huntingtin aggregate formation in PC12 cells | PC12 HttQ103-GFP aggregates, Acumen cytometry, 40 h | Potency, µM (highest dose often 46.1 µM), without a hit: top-dose activity change, negative = inhibition, usual class: inhibitors | 1.1% of 220,000 active | AID 1688; further: potency means the concentration at half of the fitted maximal effect; on the % scale 0 is the no-effect control and ±100 the full control effect; nearly all actives have a fitted effect of over 60% in size
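Using laser scanning cytometry, GFP-positive aggregates were counted after lysis of PC12 cells induced with 100 nM tebufenozide to express HTT exon 1 Q103–GFP. Compounds were tested in titration.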
An asterisk follows results filed as active; & = joins results of further samples; [ ] = remark or other dose. The call rests on the fitted dose curve; in most records, active means well fitted curve in the direction sought with a large enough effect; inconclusive means small, poorly fitted or top-dose-only effect, or another doubt; inactive means no such curve, though single readings can be large; an effect the other way counts as inactive or inconclusive. An excerpt; count on the stated rates, not on these rows.

For NCC(=O)N[C@@H](CCCN=C(N)N)C(=O)NCC(=O)N[C@@H](CC(=O)O)C(=O)N[C@@H](CC(N)=O)C(=O)N1CC[C@@H](C(=O)O)C1 the results were Luc counter 1%[39.9 µM], IMPase Li inh -7%, Epigenetic reg 3.0% and CBFb-RUNX1 inh 16%.
COc1cccc(-n2nnc3c(=O)n(Cc4ccccc4F)cnc32)c1 was read as L3MBTL1 inh 5%, Luc counter -1%, IMPase Li inh -7%[38.3 µM], Epigenetic reg -1.0%, NPSR antag -16%[46.1 µM], CBFb-RUNX1 inh 7% and HttQ103 aggreg -5%.
CCN(CC)c1nc(OC)nc(-n2nnc(C(C)=O)c2C)n1 was read as L3MBTL1 inh -2%, Luc counter -2%, IMPase Li inh -9%[38.3 µM], Epigenetic reg -0.9%, NPSR antag -3%[46.1 µM], CBFb-RUNX1 inh 8% and HttQ103 aggreg inconclusive.
Screening O=C(Cc1cc(=O)[nH][nH]1)N/N=C/C=C/c1ccccc1 returned L3MBTL1 inh -8%&-12%, Luc counter -5%&-5%, IMPase Li inh 1%&4%[38.3 µM], Epigenetic reg -4.3%&3.2%, NPSR antag inconclusive, CBFb-RUNX1 inh -20%&-6% and HttQ103 aggreg 1%&22%.
`COc1ccc2c(c1)C(=O)C(=O)N2` gave L3MBTL1 inh -11%, Luc counter -8%, IMPase Li inh 11%, Epigenetic reg -0.1%, NPSR antag 3%, CBFb-RUNX1 inh -20% and HttQ103 aggreg 14%.
NNC(=O)Cn1c(COc2ccc(Cl)cc2)nc2ccccc21 was read as L3MBTL1 inh 5%, Luc counter -7%, IMPase Li inh -4%, Epigenetic reg 3.8%, NPSR antag 5%, CBFb-RUNX1 inh -4% and HttQ103 aggreg -3%.
Screening O=C(Nc1cccc(NC(=O)c2ccco2)c1)c1cnccn1 returned L3MBTL1 inh 40%[activator], Luc counter -7%, IMPase Li inh -1%, Epigenetic reg 8.2%, NPSR antag -19%[46.1 µM], CBFb-RUNX1 inh 7% and HttQ103 aggreg 6%.
`COCCNC(=O)c1cc2c(=O)n3cccc(C)c3nc2n1C` gave L3MBTL1 inh 1%, Luc counter -2%, IMPase Li inh 24%[38.3 µM], Epigenetic reg 2.6%, NPSR antag -1%[46.1 µM], CBFb-RUNX1 inh 6% and HttQ103 aggreg inconclusive.
For COCCSc1ccccc1C(=O)Nc1ccncc1 the results were Luc counter 2%, IMPase Li inh 13%[38.3 µM], Epigenetic reg 0.0%, NPSR antag 0%[46.1 µM], CBFb-RUNX1 inh 3% and HttQ103 aggreg -30%.
`Cc1ccc2[nH]c(=O)c(CN(Cc3ccccc3)C(=S)NCCCN(C)C)cc2c1` gave L3MBTL1 inh -3%, Luc counter 13µM*, IMPase Li inh -4%, Epigenetic reg -0.1%, NPSR antag 8%, CBFb-RUNX1 inh 4% and HttQ103 aggreg 23%[9.22 µM].
COC(=O)N/N=C/c1cccc(OC(=O)c2ccc3c(c2)OCO3)c1 was read as L3MBTL1 inh 4%, Epigenetic reg 2.4%, NPSR antag -3%, CBFb-RUNX1 inh 1% and HttQ103 aggreg 2%[9.22 µM].
`C=C(C)Cn1c(Sc2nnc(C)s2)nc2c1c(=O)[nH]c(=O)n2C` gave L3MBTL1 inh 8%, Luc counter 1%, IMPase Li inh 1%[38.3 µM], Epigenetic reg 0.7%, NPSR antag -2%[46.1 µM], CBFb-RUNX1 inh -5% and HttQ103 aggreg -3%.
`CN(C(=O)COC(=O)C(Cc1ccccc1)NC(=O)c1ccccc1)c1ccccc1` (configuration not stated) gave L3MBTL1 inh -7%, Luc counter 2%, IMPase Li inh 7%, Epigenetic reg 1.1%, NPSR antag -21%[46.1 µM], CBFb-RUNX1 inh -1% and HttQ103 aggreg -4%.
Screening COc1ccc2[nH]cc(CCNc3cc(-c4ccoc4)ncn3)c2c1 returned Luc counter 1%, IMPase Li inh 4% and Epigenetic reg 0.3%.
For O=C(CCc1nnc(Cc2c[nH]c3ccccc23)o1)NC1CCCC1 the results were L3MBTL1 inh -3%, Luc counter 3%, IMPase Li inh 2%, Epigenetic reg -4.3%, NPSR antag -13%, CBFb-RUNX1 inh -1% and HttQ103 aggreg -3%[9.22 µM].
For Cc1ccc(CNC(=O)CSc2nc3ccsc3c(=O)n2NC(=O)c2ccccc2)cc1 the results were L3MBTL1 inh -1%, Luc counter -1%, IMPase Li inh -11%[38.3 µM], Epigenetic reg -0.9%, NPSR antag -9%[46.1 µM], CBFb-RUNX1 inh -3% and HttQ103 aggreg 11%.
Screening c1ccc(Cc2nnc3sc(-c4ccccn4)nn23)cc1 returned L3MBTL1 inh 10%, Luc counter 1%, IMPase Li inh 2%, Epigenetic reg -0.9%, NPSR antag -9%[46.1 µM], CBFb-RUNX1 inh 7% and HttQ103 aggreg -5%.
Screening CCc1nc2ccccc2n1CCC(C)C returned L3MBTL1 inh 9%, Luc counter 13%, IMPase Li inh -4%[38.3 µM], Epigenetic reg -5.6%, NPSR antag -10%[46.1 µM], CBFb-RUNX1 inh 3% and HttQ103 aggreg -6%.
For CC(C)CNC(C)C(=O)Nc1ccc(S(N)(=O)=O)cc1 (configuration not stated) the results were L3MBTL1 inh 3%, Luc counter 4%, IMPase Li inh 3%, Epigenetic reg -0.2%, NPSR antag 7%, CBFb-RUNX1 inh 5% and HttQ103 aggreg 12%.
`Cn1cnnc1SC(C(=O)c1ccccc1)c1ccccc1` (configuration not stated) gave L3MBTL1 inh 0%, Luc counter -4%, IMPase Li inh 10%[38.3 µM], Epigenetic reg 0.0%, NPSR antag -3%[46.1 µM], CBFb-RUNX1 inh 4% and HttQ103 aggreg 15%.
Screening COc1ccc(-c2cc3nc4c(c(N5CCC6(CC5)OCCO6)n3n2)CCC4)cc1 returned L3MBTL1 inh 3%, Luc counter -1%, IMPase Li inh 11%, Epigenetic reg 0.0%, NPSR antag inconclusive, CBFb-RUNX1 inh 4% and HttQ103 aggreg 11%[9.22 µM].
`COCCNC(=O)c1onc(CSc2cccc(C)c2)c1C(=O)O` gave L3MBTL1 inh 6%, Luc counter 1%, IMPase Li inh -5%[38.3 µM], Epigenetic reg 8.4%, NPSR antag -9%[46.1 µM], CBFb-RUNX1 inh 3% and HttQ103 aggreg -3%.
For CCC(C)NC(=O)Cn1nc(C(F)(F)F)c2c1CCC2 (configuration not stated) the results were L3MBTL1 inh 0%, Luc counter 0%, IMPase Li inh -1%, Epigenetic reg 2.9%, NPSR antag -8%, CBFb-RUNX1 inh 4% and HttQ103 aggreg 24%[9.22 µM].
For CCCCOc1cccc(NC(=O)CSc2nncn2C)c1 the results were L3MBTL1 inh 8%, Luc counter 3%, IMPase Li inh -12%, Epigenetic reg -1.8%, NPSR antag 15%, CBFb-RUNX1 inh -3% and HttQ103 aggreg inconclusive.

By substructure, the compounds so far with a furan ring, fused or not (2)
Screening O=C(Nc1cccc(NC(=O)c2ccco2)c1)c1cnccn1 returned L3MBTL1 inh 40%[activator], Luc counter -7%, IMPase Li inh -1%, Epigenetic reg 8.2%, NPSR antag -19%[46.1 µM], CBFb-RUNX1 inh 7% and HttQ103 aggreg 6%.
Screening COc1ccc2[nH]cc(CCNc3cc(-c4ccoc4)ncn3)c2c1 returned Luc counter 1%, IMPase Li inh 4% and Epigenetic reg 0.3%.

Other compounds.
COc1ccc(N2CCN(C(=O)Cc3nn(C)c(=O)c4ccccc34)CC2)cc1 was read as L3MBTL1 inh -1%, Luc counter 0%, IMPase Li inh 17%[38.3 µM], Epigenetic reg 0.0%, NPSR antag 2%[46.1 µM], CBFb-RUNX1 inh 10% and HttQ103 aggreg -39%.
`Cc1cccc(NCC(=O)N/N=C\c2c[nH]c3ccccc23)c1` gave Luc counter 0%, IMPase Li inh 1%, Epigenetic reg 6.2%, NPSR antag 1%, CBFb-RUNX1 inh 3% and HttQ103 aggreg -3%.
Screening Cn1cnc([N+](=O)[O-])c1NC(C)(C)C returned Luc counter -4%, IMPase Li inh -11%[38.3 µM], Epigenetic reg -2.0%, NPSR antag -7%[46.1 µM], CBFb-RUNX1 inh 4% and HttQ103 aggreg -9%.
O=C(Nc1nccs1)c1ccc(COc2ccccc2Br)o1 was read as L3MBTL1 inh 1%, Luc counter 1%, IMPase Li inh 3%, Epigenetic reg 0.9%, NPSR antag -16%[46.1 µM], CBFb-RUNX1 inh 6% and HttQ103 aggreg inconclusive.
`Cc1nc(NC(=O)c2ccc([N+](=O)[O-])cc2Cl)sc1C(=O)N(C)C` gave L3MBTL1 inh -3%, Luc counter -3%, IMPase Li inh 6%, Epigenetic reg 0.0%, NPSR antag 13%, CBFb-RUNX1 inh 3% and HttQ103 aggreg 13%.
CCN(CC)c1nc(C)nc2c1cnn2CCc1ccccc1 was read as Luc counter -3%, IMPase Li inh 13%[38.3 µM], Epigenetic reg -1.0%, NPSR antag -13%[46.1 µM], CBFb-RUNX1 inh 10% and HttQ103 aggreg -1%.
Screening CCCn1c(=N)n(CC(O)COc2cccc(C)c2)c2ccccc21 (configuration not stated) returned L3MBTL1 inh -7%, Luc counter -5%, IMPase Li inh 3%[38.3 µM], Epigenetic reg -2.3%, NPSR antag -2%[46.1 µM], CBFb-RUNX1 inh 1% and HttQ103 aggreg -7%.
For COc1cc(NC(=O)C2CCN(S(=O)(=O)c3cnc[nH]3)CC2)cc(OC)c1OC the results were Luc counter 17%, IMPase Li inh 43%[38.3 µM], Epigenetic reg 0.0%, NPSR antag 2%[46.1 µM], CBFb-RUNX1 inh 8% and HttQ103 aggreg 6%.
For Cc1cc(C)c2c3c(sc2n1)C(=O)N(c1ccccc1C)CC(=O)N3 the results were L3MBTL1 inh 0%, Epigenetic reg 0.2%, NPSR antag 10%, CBFb-RUNX1 inh 1% and HttQ103 aggreg -6%[9.22 µM].
O=C(Nc1ccc(F)cc1)C1CC(=O)n2cnnc2N1 (configuration not stated) was read as L3MBTL1 inh 4%, Luc counter 0%, IMPase Li inh 1%, Epigenetic reg -0.8%, NPSR antag 5%, CBFb-RUNX1 inh -9% and HttQ103 aggreg 17%.
Screening CCOC(=O)C1=C(C(F)(F)F)Nc2ncnn2C1c1ccc(OC)c(OC)c1OC (configuration not stated) returned L3MBTL1 inh 7%, Luc counter -2%, IMPase Li inh -1%, Epigenetic reg 0.0%, NPSR antag 9%, CBFb-RUNX1 inh 0% and HttQ103 aggreg 21%.
